SARS 3CLpro inh: SARS-CoV 3CLpro protease inhibitors, primary screen, biochemical, quenched FRET; Replicase polyprotein 1ab (Severe acute respiratory syndrome coronavirus), P0C6X7; recombinant SARS-CoV 3CLpro, quenched FRET peptide cleavage; inhibition, % at 6 µM; actives 0.14% (n = 290,000); AID 1706, 2009; in the data active means inhibition above about 12%
MazF activator: activators of E. coli MazEF toxin-antitoxin RNase, primary screen, biochemical, fluorescence, uHTS; Endoribonuclease toxin MazF (Escherichia coli (strain K12)), P0AE70; FAM/BHQ RNA-DNA oligo cleavage fluorescence, 5 h; activation, % at 20 µM; actives 0.32% (n = 350,000); in the data active means activation above about 50%
Target sequence (P0AE70 whole entry, looked up): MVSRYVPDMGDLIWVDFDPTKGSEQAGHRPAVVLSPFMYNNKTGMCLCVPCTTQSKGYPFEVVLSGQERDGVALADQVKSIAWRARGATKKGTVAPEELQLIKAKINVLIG
FBA Mtb inh: Mtb FBA enzyme inhibitors, primary screen, biochemical, fluorescence, strain H37Rv. AID 588726, 2011. purified M. tuberculosis FBA, fluorescence read-out. actives 2.3% (n = 360,000). inhibition, % at 1 µM; in the data active means inhibition above about 27%;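 further: 0% = vehicle and 100% = reference inhibitor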
Target sequence (P9WQA3 whole entry, looked up): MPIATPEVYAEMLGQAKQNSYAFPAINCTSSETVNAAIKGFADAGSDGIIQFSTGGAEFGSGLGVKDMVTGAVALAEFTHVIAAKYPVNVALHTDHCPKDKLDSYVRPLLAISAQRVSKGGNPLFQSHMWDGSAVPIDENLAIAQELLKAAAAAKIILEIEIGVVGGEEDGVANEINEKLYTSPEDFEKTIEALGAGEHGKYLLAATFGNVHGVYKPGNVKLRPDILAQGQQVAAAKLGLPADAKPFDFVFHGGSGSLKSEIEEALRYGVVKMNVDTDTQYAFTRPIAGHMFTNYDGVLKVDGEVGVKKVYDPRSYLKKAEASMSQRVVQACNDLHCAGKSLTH
BH1578 lux ind: inducers of Vibrio cholerae quorum light production without autoinducers, primary screen, BH1578 luxS cqsA deficient, single point; activation, % at 18.7 µM; actives 0.16% (n = 350,000); V. cholerae BH1578 lux reporter, luminescence, 6 h; in the data active means activation mostly above about 9.7%, no sharp cut-off; further: not every result past the cut was called active; inactives centre near 0; reference of the scale not given here
VHR inh abs: VHR1 phosphatase inhibitors, primary screen, biochemical, absorbance, uHTS | recombinant VHR phosphatase, pNPP absorbance | Dual specificity protein phosphatase 3 (Homo sapiens), P51452 | actives 0.52% (n = 290,000) | inhibition, % at 13.3 µM; in the data active means inhibition above about 50%; further: some compounds called inactive have numbers as strong as hits
Target sequence (P51452 whole entry, looked up): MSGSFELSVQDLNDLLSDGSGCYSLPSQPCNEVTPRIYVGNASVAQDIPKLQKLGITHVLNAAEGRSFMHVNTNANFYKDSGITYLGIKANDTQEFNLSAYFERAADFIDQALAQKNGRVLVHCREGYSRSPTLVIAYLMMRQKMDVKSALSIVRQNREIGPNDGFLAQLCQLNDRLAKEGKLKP
PriA SSB inh: inhibitors of Klebsiella pneumoniae PriA binding to SSB C-terminal tail, primary screen, biochemical, AlphaScreen. AlphaScreen SSBct-PriA binding, biotinylated peptide. inhibition, % at 33 µM. PriA–SSB C-terminal tail interaction (Klebsiella pneumoniae). actives 0.6% (n = 430,000). AID 1272365, 2023; in the data active means inhibition mostly above about 37%, no sharp cut-off; inactive means mostly below about 20%;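 further: plate controls were negative control peptide for no effect and reference peptide for full effect; strong numbers were not always called active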
BioA inh: M. tuberculosis BioA enzyme inhibitors, primary screen, biochemical, plate reader, single point, HTS. 7,8-diaminopelargonic acid synthase BioA (Mycobacterium tuberculosis). purified M. tuberculosis BioA enzyme. inhibition, % at 9.99 µM. actives 0.096% (n = 360,000). AID 602481, 2012; in the data active means inhibition above about 40%
Rv3671c inh: Rv3671c serine protease inhibitors, primary screen, biochemical, fluorescence polarization, M. tuberculosis H37Rv | P9WHR9 | inhibition, % at 5.96 µM | actives 0.048% (n = 320,000); in the data active means inhibition above about 38%;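 further: extracellular domain of Rv3671c used as enzyme; 0% = enzyme with DMSO and 100% = no enzyme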
Target sequence (P9WHR9 whole entry, looked up, the tested form may be a part): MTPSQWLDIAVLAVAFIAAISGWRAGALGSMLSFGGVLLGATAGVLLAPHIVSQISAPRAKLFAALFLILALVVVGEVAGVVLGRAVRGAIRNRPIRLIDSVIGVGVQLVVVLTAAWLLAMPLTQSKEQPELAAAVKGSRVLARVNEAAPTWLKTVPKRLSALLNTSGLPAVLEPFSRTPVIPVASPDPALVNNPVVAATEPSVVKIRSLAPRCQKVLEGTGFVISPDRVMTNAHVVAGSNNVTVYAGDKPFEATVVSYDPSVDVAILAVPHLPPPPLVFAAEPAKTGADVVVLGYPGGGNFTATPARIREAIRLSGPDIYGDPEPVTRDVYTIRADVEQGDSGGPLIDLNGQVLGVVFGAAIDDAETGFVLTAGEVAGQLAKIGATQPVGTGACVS
GDH-TPI counter: GDH-TPI coupling enzyme inhibitors, primary screen, artefact control for M. tuberculosis FBA inhibitor project, biochemical, absorbance, full deck; inhibition, % at 4.8 µM; actives 1.2% (n = 360,000); GDH-TPI coupled enzyme counterscreen, NADH absorbance; AID 588335, 2011; in the data active means inhibition above about 30%;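 further: 0% = DMSO wells and 100% = wells lacking the enzyme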
UGM FP inh: M. tuberculosis UGM enzyme inhibitors, primary screen, biochemical, fluorescence polarization, single point; UDP-galactopyranose mutase (Mycobacterium tuberculosis (strain ATCC 25618 / H37Rv)), …; purified UGM, fluorescence polarization probe displacement; actives 0.06% (n = 320,000); inhibition, % at 10 µM; in the data active means inhibition above about 10%, passing the limit was not always enough
Active calls of the source: *; & = joins results of further samples; ! = a repeat was not active. An excerpt, so the mix of outcomes need not match the whole.

For COCCNC(=O)CS(=O)Cc1nc(-c2ccc(Cl)cc2)oc1C (centres undefined) the results were SARS 3CLpro inh -2, MazF activator -1, FBA Mtb inh 4, BH1578 lux ind inactive, VHR inh abs 29, PriA SSB inh -1, BioA inh -2.1, Rv3671c inh -1, GDH-TPI counter 5 and UGM FP inh -2.7.
Cc1cccc2sc(NNC(=O)c3ccc(S(=O)(=O)N4CCc5ccccc5C4)cc3)nc12 was read as SARS 3CLpro inh 9, MazF activator 1, FBA Mtb inh 3, BH1578 lux ind inactive, VHR inh abs 15, PriA SSB inh -5, BioA inh -0.9, Rv3671c inh 11, GDH-TPI counter 13 and UGM FP inh -0.1.
O=C1NN=C(c2ccc(Br)cc2)CC1c1ccc(Cl)cc1 (centres undefined) was read as SARS 3CLpro inh 4, MazF activator 0, FBA Mtb inh 1, BH1578 lux ind inactive, VHR inh abs 6, PriA SSB inh 1, Rv3671c inh 9, GDH-TPI counter 3 and UGM FP inh -0.6.
Screening Cc1nn(CC(=O)c2ccccc2)c(=O)c2nn(-c3ccccc3F)c(C)c12 returned SARS 3CLpro inh -2, MazF activator 7, FBA Mtb inh 6, BH1578 lux ind -3.6, VHR inh abs 12, PriA SSB inh 14, Rv3671c inh 0, GDH-TPI counter 2 and UGM FP inh -1.7.
Screening CCOC(=O)N1CCN(CC(O)COc2ccccc2[N+](=O)[O-])CC1 (centres undefined) returned SARS 3CLpro inh -3, MazF activator 6, FBA Mtb inh -1, BH1578 lux ind 0.5, PriA SSB inh -5, BioA inh 8.0, Rv3671c inh -2, GDH-TPI counter 2 and UGM FP inh 1.2.
`Cc1nc2c3cc(F)ccc3n(Cc3ccccc3F)c2s1` gave SARS 3CLpro inh 0, MazF activator -6, FBA Mtb inh 2, BH1578 lux ind 0.4, VHR inh abs -4, PriA SSB inh -15, Rv3671c inh -18, GDH-TPI counter 9 and UGM FP inh 0.0.
`Cc1cc(NC(=O)CCCN2C(=O)/C(=C\c3cccs3)SC2=S)no1` gave SARS 3CLpro inh 0, MazF activator 7, FBA Mtb inh -4, BH1578 lux ind inactive, VHR inh abs 60, PriA SSB inh -8, BioA inh 0.4, Rv3671c inh -8 and GDH-TPI counter -2.
CCCc1cc(=O)oc2cc(OC(C)C(=O)NCC3CCC(C(=O)O)CC3)c(Cl)cc12 (centres undefined) was read as SARS 3CLpro inh -2, MazF activator -14, FBA Mtb inh 5, BH1578 lux ind -0.3, VHR inh abs 21, PriA SSB inh -9, BioA inh -0.6, Rv3671c inh -3, GDH-TPI counter 21 and UGM FP inh 1.5.
S=C(NCCCCN(Cc1ccc(Cl)cc1)c1ccc(Br)cn1)NCCCc1cnc[nH]1 was read as FBA Mtb inh -4, BH1578 lux ind -0.7, BioA inh -0.9 and GDH-TPI counter 0.
`CC(=O)Nc1ccc(C=NNc2ccc(S(=O)(=O)Nc3ccccc3C(=O)O)cc2[N+](=O)[O-])cc1` gave MazF activator 5, FBA Mtb inh -2, BH1578 lux ind inactive, PriA SSB inh 38, BioA inh 7.5, Rv3671c inh 26, GDH-TPI counter 48* and UGM FP inh 0.9.
`N#CCCn1cc(C(=O)N2CCCCC2)c(-c2cccc([N+](=O)[O-])c2)n1` gave SARS 3CLpro inh -5, MazF activator 3, FBA Mtb inh -2, BH1578 lux ind -0.2, VHR inh abs 26, PriA SSB inh -2, BioA inh 0.6, Rv3671c inh -7, GDH-TPI counter 1 and UGM FP inh 0.6.
O=C(NCc1ccco1)C(Cc1ccccc1)NS(=O)(=O)c1cccc2nsnc12 (centres undefined) was read as SARS 3CLpro inh -4, MazF activator 7, FBA Mtb inh 3, BH1578 lux ind -1.6, VHR inh abs 23, PriA SSB inh 4, BioA inh -1.2, Rv3671c inh -3, GDH-TPI counter 9 and UGM FP inh 1.9.
Screening Cc1sc2nc(SCC(=O)Nc3ccc(S(=O)(=O)NCCCC(=O)O)cc3)[nH]c(=O)c2c1C returned SARS 3CLpro inh -3, MazF activator 6, FBA Mtb inh 2, BH1578 lux ind -0.2, VHR inh abs -9, PriA SSB inh -21, Rv3671c inh -5, GDH-TPI counter 7 and UGM FP inh 1.9.
Screening CCOc1ccccc1C(C(=O)NC1CCCC1)N(C(=O)c1csnn1)C1CC1 (centres undefined) returned SARS 3CLpro inh -4, MazF activator -2, FBA Mtb inh -4, BH1578 lux ind -0.3, VHR inh abs 5, PriA SSB inh 12, BioA inh -2.0, Rv3671c inh 3, GDH-TPI counter -4 and UGM FP inh -3.8.
For Cc1nnn(C23CC4CC(CC(C4)C2)C3)n1 the results were SARS 3CLpro inh -2, MazF activator -1, FBA Mtb inh -2, BH1578 lux ind -0.9, VHR inh abs 0, PriA SSB inh -8, Rv3671c inh 0, GDH-TPI counter 3 and UGM FP inh -1.6.
Cc1cc(C(=O)N2CCCC(C(=O)c3cccc4ccccc34)C2)nc(C)n1 (centres undefined) was read as SARS 3CLpro inh 3, MazF activator 2, FBA Mtb inh 6, BH1578 lux ind inactive, VHR inh abs 25, PriA SSB inh -11, Rv3671c inh -7, GDH-TPI counter 6 and UGM FP inh -2.4.
For COc1ccc(C(=Cc2cc(OC)c(OC)cc2[N+](=O)[O-])C(=O)O)cc1 the results were MazF activator 4, FBA Mtb inh -4, BH1578 lux ind 0.0, PriA SSB inh -10, BioA inh 0.0 and GDH-TPI counter 12.
Screening Cc1oc2cc3oc(=O)c(CCC(=O)NCCCN4CCCC4=O)c(C)c3cc2c1C returned SARS 3CLpro inh -3, MazF activator -8, FBA Mtb inh 15, BH1578 lux ind -0.6, VHR inh abs 21, PriA SSB inh -5, BioA inh -0.2, Rv3671c inh 4, GDH-TPI counter 15 and UGM FP inh 0.0.
NNC(=O)Cn1c(COc2ccc(Cl)cc2)nc2ccccc21 was read as SARS 3CLpro inh -1, MazF activator -3, FBA Mtb inh 1, BH1578 lux ind inactive, VHR inh abs 4, PriA SSB inh 4, BioA inh -1.1, Rv3671c inh -10, GDH-TPI counter -7 and UGM FP inh 3.3.
`O=C(NC1CCCC1)c1ccc(Cn2c(=O)[nH]c3ccsc3c2=O)cc1` gave SARS 3CLpro inh 5, MazF activator 3, FBA Mtb inh 4, BH1578 lux ind -0.7, VHR inh abs -5, PriA SSB inh -8, Rv3671c inh -1, GDH-TPI counter -5 and UGM FP inh -3.9.
`CCc1nn2c(N)c(/C=C3\C=Nc4ccccc43)c(=O)nc2s1` gave SARS 3CLpro inh 4&-4, MazF activator -8&-7, FBA Mtb inh 3&2, BH1578 lux ind -0.3&-0.2, VHR inh abs 43&5, BioA inh -2.9&-5.9, Rv3671c inh 3&-13, GDH-TPI counter 33*! and UGM FP inh -0.6&2.8.
For O=c1[nH]c2cccnc2n1-c1cccc([N+](=O)[O-])c1 the results were SARS 3CLpro inh -5, MazF activator 4, VHR inh abs 0, PriA SSB inh -3, Rv3671c inh 3 and UGM FP inh -1.8.
`COc1ccc(CNc2nc(C)c([N+](=O)[O-])c(C)c2C#N)cc1` gave SARS 3CLpro inh 3, MazF activator 4, FBA Mtb inh 3, BH1578 lux ind -0.3, VHR inh abs 3, PriA SSB inh -5, Rv3671c inh -17, GDH-TPI counter 12 and UGM FP inh 2.1.
`Cc1cccc(S(=O)(=O)NC(=O)C2(C)CCN2C(=O)C2(c3ccc(Cl)cc3)CC2)c1` (centres undefined) gave FBA Mtb inh 2, BH1578 lux ind inactive, BioA inh -1.5 and GDH-TPI counter 6.
For Cc1nc2ccccc2nc(C)c1=NOCc1ccc(Cl)cc1Cl the results were SARS 3CLpro inh 0, MazF activator -13, FBA Mtb inh -5, BH1578 lux ind -0.2, VHR inh abs -2, PriA SSB inh -27, Rv3671c inh -6, GDH-TPI counter 1 and UGM FP inh 0.2.
For COc1cccc(C(=O)CN(C(=O)c2ccc(Cl)cc2Cl)N2C(=O)c3ccccc3C2=O)c1 the results were SARS 3CLpro inh 3, MazF activator 12, FBA Mtb inh 1, BH1578 lux ind 0.5, VHR inh abs 5, PriA SSB inh -7, BioA inh 8.2, Rv3671c inh -8 and GDH-TPI counter 1.
Screening CC(=O)c1ccccc1NC(=O)COC(=O)/C=C/c1cccs1 returned MazF activator 1, FBA Mtb inh 1, BH1578 lux ind 0.5, PriA SSB inh 6, BioA inh 0.3, Rv3671c inh -2, GDH-TPI counter 9 and UGM FP inh -1.4.
Screening CCCNC(=O)COC(=O)/C=C/c1cccc(F)c1 returned SARS 3CLpro inh 3, MazF activator 2, FBA Mtb inh 1, BH1578 lux ind 1.5, VHR inh abs 26, PriA SSB inh -27, Rv3671c inh -1, GDH-TPI counter 9 and UGM FP inh 1.7.
For CC(Oc1ccccc1Br)C(=O)N1CCc2ccccc21 (centres undefined) the results were SARS 3CLpro inh 4, MazF activator -1, FBA Mtb inh 0, BH1578 lux ind 0.7, VHR inh abs -4, PriA SSB inh -8, Rv3671c inh 6, GDH-TPI counter -11 and UGM FP inh 0.2.
Screening O=Cc1c(NCc2ccccc2)c2ccccc2[nH]c1=O returned SARS 3CLpro inh 6, MazF activator 14, FBA Mtb inh -1, BH1578 lux ind -0.3, VHR inh abs 1, PriA SSB inh -19, BioA inh 0.0, Rv3671c inh 3, GDH-TPI counter 10 and UGM FP inh -0.6.

As a short view, part of the list above.
`Cc1cccc(S(=O)(=O)NC(=O)C2(C)CCN2C(=O)C2(c3ccc(Cl)cc3)CC2)c1` (centres undefined) gave FBA Mtb inh 2, BH1578 lux ind inactive, BioA inh -1.5 and GDH-TPI counter 6.
For Cc1nc2ccccc2nc(C)c1=NOCc1ccc(Cl)cc1Cl the results were SARS 3CLpro inh 0, MazF activator -13, FBA Mtb inh -5, BH1578 lux ind -0.2, VHR inh abs -2, PriA SSB inh -27, Rv3671c inh -6, GDH-TPI counter 1 and UGM FP inh 0.2.
For COc1cccc(C(=O)CN(C(=O)c2ccc(Cl)cc2Cl)N2C(=O)c3ccccc3C2=O)c1 the results were SARS 3CLpro inh 3, MazF activator 12, FBA Mtb inh 1, BH1578 lux ind 0.5, VHR inh abs 5, PriA SSB inh -7, BioA inh 8.2, Rv3671c inh -8 and GDH-TPI counter 1.
Screening CC(=O)c1ccccc1NC(=O)COC(=O)/C=C/c1cccs1 returned MazF activator 1, FBA Mtb inh 1, BH1578 lux ind 0.5, PriA SSB inh 6, BioA inh 0.3, Rv3671c inh -2, GDH-TPI counter 9 and UGM FP inh -1.4.
Screening CCCNC(=O)COC(=O)/C=C/c1cccc(F)c1 returned SARS 3CLpro inh 3, MazF activator 2, FBA Mtb inh 1, BH1578 lux ind 1.5, VHR inh abs 26, PriA SSB inh -27, Rv3671c inh -1, GDH-TPI counter 9 and UGM FP inh 1.7.
For CC(Oc1ccccc1Br)C(=O)N1CCc2ccccc21 (centres undefined) the results were SARS 3CLpro inh 4, MazF activator -1, FBA Mtb inh 0, BH1578 lux ind 0.7, VHR inh abs -4, PriA SSB inh -8, Rv3671c inh 6, GDH-TPI counter -11 and UGM FP inh 0.2.
